# Compound activity (PubChem)
# Vif imaging: inhibitors of HIV Vif. HEK293T cells, Vif self-association by quenched fluorescence, imaging, 24 h. inhibition, % at 7.49 µM. 340,000 tested, 0.35% active. AID 602346; in the data active means inhibition above about 50%, passing the limit was not always enough; further: some results filed as inactive read as strong as hits
# Peg3 promoter: Peg3 promoter activity inhibition; 360,000 tested, 1.7% active; HeLa PEG-Prom luciferase reporter, luminescence, overnight; inhibition, % at 20 µM;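 active means inhibition of at least 50% at 20 µM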
# HIF-2a block: blocks HIF-2a reporter activity. 786-0 RCC cells HIF-2a reporter, luciferase luminescence, overnight. inhibition, % at 18.8 µM. 360,000 tested, 0.72% active. AID 624352;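 active means inhibition of the luminescence signal of 40% or more relative to plate controls, in a single-dose primary screen at 18.75 µM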
# CaV13 ICDI inh: Disruptors of the CACNA1D IQ motif to Ca2+-dependent inactivation inhibitor domain association, primary screening, Förster resonance energy transfer in intact living …; 340,000 tested, 0.098% active; inhibition, % at 12.3 µM; HEK cells, CFP/YFP FRET ICDI-IQ, plate reader, 10 min; percent FRET-ratio fall versus neutral wells;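 active means mean replicate inhibition of at least 30% and at least 1% of replicates passing that level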;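 further: 0% = median of the neutral control wells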
# Shn3 3UTR inh: reduces Shn3 3'UTR luciferase signal in osteoblasts; Clone20 osteoblast Shn3 3'UTR firefly luciferase, 24 h; inhibition, % at 12.5 µM; 360,000 tested, 0.52% active; AID 588674;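 active means mean inhibition of at least 75% with every replicate also reaching 75%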;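 further: 0% = median of neutral control wells and 100% = pilot-screen positive control compound; some compounds past the cut are filed as inactive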
# MITF TRPM1 inh: reduces MITF-dependent TRPM1 promoter luciferase signal; inhibition, % at 12.5 µM; 330,000 tested, 0.83% active; SK-MEL-5 TRPM1 promoter luciferase, 24 h;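 active means mean inhibition across replicates of 60% or more, whatever share of single replicates reaches that level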; further: values of inactives mirror those of a sister screen read the other way
# NR2E3 ag-1: human photoreceptor-specific nuclear receptor agonism. Q9Y5X4. CHO-S Gal4-NCOR/VP16-NR2E3 two-hybrid, luciferase. inhibition of corepressor binding, % at 3.98 µM. 360,000 tested, 0.35% active. AID 602229;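 active means inhibition above the mean of all tested compounds plus 3 SD, cut at about 70% in these data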;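 further: 0% = DMSO with NR2E3 transfected cells and 100% = cells lacking NR2E3 construct; higher means lower luciferase signal from less NR2E3 corepressor binding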
# Target sequence (Q9Y5X4 whole entry, looked up, the tested form may be a part): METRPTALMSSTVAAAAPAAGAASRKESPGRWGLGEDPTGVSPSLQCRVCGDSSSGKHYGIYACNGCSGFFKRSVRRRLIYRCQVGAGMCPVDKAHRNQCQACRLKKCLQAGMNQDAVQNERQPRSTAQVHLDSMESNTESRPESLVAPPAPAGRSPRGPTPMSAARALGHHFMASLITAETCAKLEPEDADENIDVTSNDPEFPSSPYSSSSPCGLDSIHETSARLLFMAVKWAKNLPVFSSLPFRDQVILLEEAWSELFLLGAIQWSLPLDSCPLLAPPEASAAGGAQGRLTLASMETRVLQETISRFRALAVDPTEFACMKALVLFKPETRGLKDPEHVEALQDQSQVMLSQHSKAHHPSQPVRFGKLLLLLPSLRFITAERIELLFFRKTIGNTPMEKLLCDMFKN
# KKLEB cytotox: CF airway cell cytotoxicity counter-screen; KKLEB CF airway cells viability, ATPlite luminescence, overnight; stronger effect = lower value; cells stimulated with P. aeruginosa culture filtrate; activity change (cytotoxicity), % at 5 µM; 360,000 tested, 0.36% active; AID 602141;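 active means corrected activity change at or below -50% at 5 µM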
# NR2E3 ag-2: agonists of human nuclear receptor NR2E3; Q9Y5X4; GST-NR2E3/biotin-RetCOR TR-FRET, 1536-well; inhibition of corepressor binding, % at 4.78 µM; 320,000 tested, 0.12% active; AID 2300;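 active means percent inhibition above the cutoff of mean plus 3 SD of all tested compounds, set per screening campaign, cut at about 20% in these data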;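 further: 0% = DMSO wells and 100% = biotin wells as full block of FRET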
#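 System: GST-tagged NR2E3 plus biotinylated RetCOR corepressor; Amount: 1.35 nM GST-tagged NR2E3 final; Dosing: single nominal compound dose of 4.8 µM; Schedule: 5 h incubation at 4 °C; Technique: TR-FRET with europium anti-GST and streptavidin-D2, 340 nm excitation; Controls: biotin wells as high control, 0.6% DMSO wells as low control.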
# PDI turbidity: PDI (human) enzyme inhibition; P07237; PDI insulin aggregation turbidity, A650, 90 min; inhibition, % at 10 µM; 350,000 tested, 0.052% active; AID 588391;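 active means mean inhibition across replicates of 30% or more, whatever share of single replicates reach that level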;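 further: absorbance from insulin aggregation driven by PDI reduction with DTT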
# Target sequence (P07237 whole entry, looked up): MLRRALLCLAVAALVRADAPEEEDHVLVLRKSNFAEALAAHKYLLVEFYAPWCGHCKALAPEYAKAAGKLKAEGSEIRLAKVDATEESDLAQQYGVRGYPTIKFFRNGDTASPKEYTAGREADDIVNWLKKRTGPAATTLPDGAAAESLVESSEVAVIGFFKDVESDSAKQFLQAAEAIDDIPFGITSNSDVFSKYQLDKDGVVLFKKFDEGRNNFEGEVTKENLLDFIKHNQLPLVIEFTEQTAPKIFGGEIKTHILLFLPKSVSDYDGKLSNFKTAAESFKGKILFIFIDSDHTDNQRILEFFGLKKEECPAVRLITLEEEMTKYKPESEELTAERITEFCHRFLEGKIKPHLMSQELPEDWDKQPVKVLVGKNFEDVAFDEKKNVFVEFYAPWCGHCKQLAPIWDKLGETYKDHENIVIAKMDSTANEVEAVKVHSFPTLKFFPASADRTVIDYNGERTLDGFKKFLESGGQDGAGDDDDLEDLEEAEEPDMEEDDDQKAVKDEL
# CF NFkB block: blocks PAF-induced NF-kB reporter in cystic fibrosis cells; KKLEB NF-kB-GFP reporter, GFP fluorescence overnight; inhibition, % at 5 µM; 360,000 tested, 0.86% active; AID 588850;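 active means at least 50% inhibition at 5 µM, scaled per plate between neutral and stimulator controls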;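 further: PAF is a Pseudomonas aeruginosa culture filtrate used as stimulus; plate controls were PAF-stimulated DMSO wells for no effect and unstimulated DMSO wells for full effect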
# An asterisk follows results filed as active; . = no result given; & = joins results of further samples.
SMILES,Vif imaging,Peg3 promoter,HIF-2a block,CaV13 ICDI inh,Shn3 3UTR inh,MITF TRPM1 inh,NR2E3 ag-1,KKLEB cytotox,NR2E3 ag-2,PDI turbidity,CF NFkB block
O=C(O)CCN=Cc1c(O)c2ccccc2oc1=O,-2,14,5,-4,-2,6,11,-4,0,-1,-3
S=C(NN=C1CCN(Cc2ccccc2)CC1)NC1CCCCC1,-2,-7,-4,-20,8,0,27,2,-1,12,5
Cc1ccc(C2=CC(C)(c3ccc(C)cc3)Nc3nc(C(F)(F)F)nn32)cc1 (stereo unspecified),8,4,-5,-3,8,-18,0,5,0,20,8
COc1ccc(NC(=O)CSc2[nH]c(=O)cc(C)c2C#N)cc1OC,2,8,9,-8,14,-2,-19,-10,-4,17,-3
O=C(NCCc1ccccc1)C(=O)NCC1OCCCN1S(=O)(=O)c1cc(F)ccc1F (stereo unspecified),2,2,5,-2,8,1,-5,-4,-1,-6,10
O=C(NCc1ccccc1)c1onc(CSc2ccc(Cl)cc2)c1C(=O)NCC1CC1,5,0,16,-4,-1,-1,12,-11,2,6,13
Cc1cccc(Oc2ncnc(N)c2[N+](=O)[O-])c1C,1,-2,19,-16,3,-6,-8,-6,-1,-11,20
CCOC(=O)C1=C(CSc2nc(-c3ccncc3)ccc2C#N)OC(N)=C(C#N)C1c1ccc(OC)cc1 (stereo unspecified),10,-21,-65,.,10,-9,-23,-9,0,0,6
N#CC1=C(N)Oc2c(oc(CO)cc2=O)C12C(=O)Nc1ccc(Cl)cc12 (stereo unspecified),1,20,2,-3,15,3,17,-1,-1,-6,-4
COc1ccccc1C(CNC(=O)CNC(=O)c1ccccc1Cl)N1CCCC1 (stereo unspecified),-1,-1,12,-6,3,-3,26,-13,-2,-5,5
c1ccc(CN2CCN(c3nc(-c4ccccc4)nc4ccccc34)CC2)cc1,.,13,-40,.,-37,0,-23,-18,2,10,-17
CCNC(=S)N(Cc1ccccc1)Cc1nc2ccccc2c(=O)[nH]1,3,13,17,-5,3,6,-1,-3,-1,-1,3
CC(C)(C)c1nc(NCCO)c2nnn(Cc3ccccc3)c2n1,1,26,16,2,4,-7,-19,-2,0,-1,14
O=C(Nc1ccc(Cl)c(Cl)c1)N1CC=CCC1,-8,-295,-255,0,-60,-70,-170,4,2,-2,-12
Cc1cc(C)cc(NC(=O)C2CCCN(c3nccc(C)n3)C2)c1 (stereo unspecified),6,2,6,-8,33,1,0,-4,-6,8,5
NC(=O)c1ccccc1NC(=O)C(c1ccccc1)c1ccccc1,-7,22,6,-17,0,-8,10,7,0,7,19
Cc1ccccc1N1CCN(C(=O)c2ccccc2NC(=O)/C=C\C(=O)O)CC1,-11,4,17,.,-11,7,4,16,0,3,-6
Cc1sc2nc(CSCC(=O)Nc3ccc(C(=O)N(C)C)cc3)[nH]c(=O)c2c1C,19,10,8,-7,0,11,-22,-8,1,-5,0
CC(C)Sc1nc(N2CCCC2)c2c(c1C#N)CC(C)(C)OC2,-1,29,34,.,23,3,-1,-16,-1,-9,30
Nc1ccccc1SC/C=C/CSc1ccccc1N,4,-67,-100,-4,-43,-8,-50,9,-2,1,-7
COc1cc(OC)c(NC(=O)c2c(-c3ccccc3)noc2C)cc1Cl,-9,24,-8,-8,-9,-9,20,-14,-1,-2,12
O=S(=O)(NCCc1csc(-c2cccnc2)n1)c1ccc2c(c1)OCCO2,-3,19,12,15,11,.,-8,10,3,.,-11
Cc1cc(NC(=O)C2CCN(S(=O)(=O)Cc3ccccc3)CC2)ccc1-n1cnnn1,2,14,13,-4,14,11,-4,-6,0,-12,19
CC(Oc1ccc(Cl)cc1)C(=O)Nc1cccc(S(=O)(=O)N2CCOCC2)c1 (stereo unspecified),1,14,1,-7,-10,6,1,-1,1,-6,26
COc1cc(C2/C(=C(\O)c3ccc4c(c3)OCCO4)C(=O)C(=O)N2Cc2ccccc2)ccc1O (stereo unspecified),14,13,-1,-2,5,-10,-13,14,0,1,-18
Cc1nc2ccc(C(=O)OCc3nnc(-c4ccc(Br)cc4)o3)cc2nc1C,-6,14,0,.,-13,21,-7,-7,0,-1,-7
Cc1cccc(C(=O)OCC(=O)Nc2c(C)nn(-c3ccccc3)c2C)c1O,-15,3,10,-6,-4,-9,5,8,1,-1,-11
COc1cc2c(cc1OC)C(c1c(Cl)cccc1Cl)NC(=O)C2 (stereo unspecified),13,-15,25,-5,-15,-16,-33,7,-4,-3,-8
CCC(=O)NCCc1nc2ccccc2n1Cc1ccccc1,-7,4,9,.,-2,-7,-15,-14,2,-19,5
CCOc1cc2oc(=O)c3c(c2cc1Cl)CCC3,-1,-11,-45,-7,6,-14,-31,10,1,-6,-33
CCCCNC(=O)C1(C)CCN1C(=O)c1ccc(OC)c(C(F)(F)F)c1 (stereo unspecified),11,-9,0,-16,0,.,-14,-2,.,10,0
Cn1cc(P(=S)(N2CCOCC2)N2CCOCC2)cc1P(=S)(N1CCOCC1)N1CCOCC1,-1,-3,8,1,-12,-2,-13,1,-1,-3,11
Cc1ccc(N(CC(=O)NCc2ccc3c(c2)OCO3)S(=O)(=O)c2c(C)noc2C)cc1,-9,0,10,-3,21,.,-19,-2,3,.,6
COc1ccccc1-c1nc(-c2ccc(C)nc2OC)no1,-9,-290,-286,-4,-79,-86,-91,21,3,-9,-29
CSc1ccc(S(=O)(=O)N2CCC(C(=O)Nc3ccc(C(N)=O)cc3)CC2)cc1,32,6,3,-3,11,9,4,-16,6,13,14
CC1(C)Cc2nc3sc4c(N(CCO)CCO)nnnc4c3cc2CO1,3,-45,-79,-6,-8,-7,-28,-8,0,-10,6
COc1ccc(NC(=S)N(CCCN2CCOCC2)Cc2ccccn2)cc1,4,-8,1,1,8,3,-6,-3,0,2,-10
O=C(CN1CCCCC1)Nc1nc(-c2ccc(F)c(F)c2)cs1,16,-24,-212,-4,-42,-56,-10,-7,-3,-3,5
COc1ccc(CN(CC(=O)NCC2CCCO2)C(=O)CNS(=O)(=O)c2ccccc2)cc1 (stereo unspecified),8,-12,11,-7,4,8,-18,13,5,18,-9
Cc1cccc(-n2c(-c3ccncc3)n[nH]c2=S)c1C,-1,15,5,-20,79,4,11,-2,-1,5,-9

# A run of entries from further up, as a working copy:
SMILES,Vif imaging,Peg3 promoter,HIF-2a block,CaV13 ICDI inh,Shn3 3UTR inh,MITF TRPM1 inh,NR2E3 ag-1,KKLEB cytotox,NR2E3 ag-2,PDI turbidity,CF NFkB block
CC(Oc1ccc(Cl)cc1)C(=O)Nc1cccc(S(=O)(=O)N2CCOCC2)c1 (stereo unspecified),1,14,1,-7,-10,6,1,-1,1,-6,26
COc1cc(C2/C(=C(\O)c3ccc4c(c3)OCCO4)C(=O)C(=O)N2Cc2ccccc2)ccc1O (stereo unspecified),14,13,-1,-2,5,-10,-13,14,0,1,-18
Cc1nc2ccc(C(=O)OCc3nnc(-c4ccc(Br)cc4)o3)cc2nc1C,-6,14,0,.,-13,21,-7,-7,0,-1,-7
Cc1cccc(C(=O)OCC(=O)Nc2c(C)nn(-c3ccccc3)c2C)c1O,-15,3,10,-6,-4,-9,5,8,1,-1,-11
COc1cc2c(cc1OC)C(c1c(Cl)cccc1Cl)NC(=O)C2 (stereo unspecified),13,-15,25,-5,-15,-16,-33,7,-4,-3,-8
CCC(=O)NCCc1nc2ccccc2n1Cc1ccccc1,-7,4,9,.,-2,-7,-15,-14,2,-19,5
CCOc1cc2oc(=O)c3c(c2cc1Cl)CCC3,-1,-11,-45,-7,6,-14,-31,10,1,-6,-33
CCCCNC(=O)C1(C)CCN1C(=O)c1ccc(OC)c(C(F)(F)F)c1 (stereo unspecified),11,-9,0,-16,0,.,-14,-2,.,10,0
Cn1cc(P(=S)(N2CCOCC2)N2CCOCC2)cc1P(=S)(N1CCOCC1)N1CCOCC1,-1,-3,8,1,-12,-2,-13,1,-1,-3,11
Cc1ccc(N(CC(=O)NCc2ccc3c(c2)OCO3)S(=O)(=O)c2c(C)noc2C)cc1,-9,0,10,-3,21,.,-19,-2,3,.,6
COc1ccccc1-c1nc(-c2ccc(C)nc2OC)no1,-9,-290,-286,-4,-79,-86,-91,21,3,-9,-29
CSc1ccc(S(=O)(=O)N2CCC(C(=O)Nc3ccc(C(N)=O)cc3)CC2)cc1,32,6,3,-3,11,9,4,-16,6,13,14
CC1(C)Cc2nc3sc4c(N(CCO)CCO)nnnc4c3cc2CO1,3,-45,-79,-6,-8,-7,-28,-8,0,-10,6
COc1ccc(NC(=S)N(CCCN2CCOCC2)Cc2ccccn2)cc1,4,-8,1,1,8,3,-6,-3,0,2,-10
O=C(CN1CCCCC1)Nc1nc(-c2ccc(F)c(F)c2)cs1,16,-24,-212,-4,-42,-56,-10,-7,-3,-3,5

# Later entries:
SMILES,Vif imaging,Peg3 promoter,HIF-2a block,CaV13 ICDI inh,Shn3 3UTR inh,MITF TRPM1 inh,NR2E3 ag-1,KKLEB cytotox,NR2E3 ag-2,PDI turbidity,CF NFkB block
CC(=O)NC(=S)Nc1ccc(NC(=O)c2cccnc2)cc1,32,2,-9,-3,-4,12,13,-8,0,5,14
CC1=CS(=O)(=O)CC1Sc1ncn[nH]1 (stereo unspecified),19,-6,19,-1,7,-3,-5,-1,-1,1,5
CN(C)c1nc(NCc2ccccc2)nc(SCC(=O)Nc2ccc(Cl)c(Cl)c2)n1,-5,31,12,-4,23,9,-10,-4,-1,2,3
COC(=O)c1sccc1NS(=O)(=O)c1ccccc1[N+](=O)[O-],.,17,13,-5,-8,4,8,2,.,-4,8
CCc1cc(C(N)=S)ccn1,-5&1,4&-13,1&-8,-5&-4,7&-23,-3&-8,-20&-12,-17&-7,-2,6&1,-8&-13
COc1ccc(C2=NS(=O)(=O)N(C)C(C(=O)N3C(C)CCCC3C)=C2)cc1 (stereo unspecified),-12,6,6,-3,-13,.,4,10,3,.,4
O=C(CSc1nc2ccccc2c(=O)n1CCC(=O)N1CCCCC1)NCc1ccccc1,-10,29,13,-5,-6,1,-18,8,0,0,-2
CCCc1cc(=O)oc2cc(C)cc(OC(=O)c3ccco3)c12,-3,-1,-60,-7,-9,7,-3,-6,5,-2,9
COc1ccc(N2C(=O)CC(Sc3nc4c(cc3C#N)CCC4)C2=O)cc1 (stereo unspecified),-8,-68,-61,-9,0,2,-15,-35,0,5,10
Cc1ccc(N2C(=O)C3C4C=CC(CNC(=S)N5CCN(c6cccc(C)c6)C(C)C5)(O4)C3C2=O)cc1 (stereo unspecified),-4,38,6,-6,12,43,16,-12,-1,6,6
O=C(Nc1ccc2c(c1)C(=O)OC2)c1ccc(Cl)cc1,-5,-96,-38,-8,-31,-28,-9,11,-3,-3,-12
